APP 5'UTR act = activates APP 5'UTR luciferase reporter. SH-SY5Y APP 5'UTR luciferase reporter, luminescence; zero percent = DMSO vehicle wells. activation, % at 2 µM. actives 1% (n = 190,000). AID 1276;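 active = activation above a set limit, based on mean plus 3 SD of controls, cut at about 140% in these data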; also: values of inactives mirror those of a sister screen read the other way
STAT1 activator = increases IFN-gamma driven STAT1 reporter signal; NIH 3T3 STAT1-luciferase reporter, luminescence; 100% = IFN-gamma alone, no compound; activation (% of control), % at 5.5 µM; actives 2.6% (n = 200,000); AID 932;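 active = activation above the screen-wide mean activation plus 3 SD, cut at about 130% in these data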;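 also: raw ratio to IFN-gamma control signal so 100% means no change and 0% no light; values of inactives mirror those of a sister screen read the other way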
ROMK mod = human ROMK K+ channel modulation, primary screen | P48048 | Tet-inducible ROMK, thallium flux fluorescence; actives lie on both sides | B-score at 10 µM | actives 2% (n = 130,000) | AID 1918;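 active = signal ratio slope over the read window, or its plate-corrected B-score, at least 3 SD from the plate mean, either direction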;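 also: B-score of the F/F0 ratio slope over 7 to 12 s after thallium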
Target sequence (P48048 whole entry, looked up): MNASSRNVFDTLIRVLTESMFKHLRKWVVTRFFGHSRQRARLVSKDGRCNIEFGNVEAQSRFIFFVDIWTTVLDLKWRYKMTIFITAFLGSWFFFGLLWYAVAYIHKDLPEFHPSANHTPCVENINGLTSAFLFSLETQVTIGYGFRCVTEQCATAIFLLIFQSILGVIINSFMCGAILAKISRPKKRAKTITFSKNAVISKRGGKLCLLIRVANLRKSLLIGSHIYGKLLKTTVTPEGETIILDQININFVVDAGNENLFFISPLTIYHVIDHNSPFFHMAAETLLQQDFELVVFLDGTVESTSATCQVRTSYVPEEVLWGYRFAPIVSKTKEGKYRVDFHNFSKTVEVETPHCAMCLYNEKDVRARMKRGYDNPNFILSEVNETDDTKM
STAT3 inh = STAT3 signaling inhibition. actives 0.89% (n = 190,000). U3A cells, IL-6 STAT3-luciferase reporter, luminescence; host cell line lacks STAT1. AID 862. inhibition, % at 5.5 µM;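 active = inhibition above the mean inhibition across all screened compounds plus 3 SD, cut at about 44% in these data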;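 also: 0% = DMSO only wells and 100% = 100 µM nifuroxazide control wells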
STAT3 act = activators of IL-6 induced STAT3 signaling. activation (% of control), % at 5.6 µM. actives 0.91% (n = 190,000). U3A cells, IL-6 STAT3-luciferase reporter, luminescence; 100% = signal with IL-6 EC80 alone;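 active = activation above the screen-wide mean of compound activation plus 3 SD, cut at about 130% in these data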;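 also: 0% = background luminescence of wells with medium and substrate only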
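Detection: reporter luminescence signal / Assay system: STAT1-lacking human U3A cells, STAT3 luciferase reporter / Incubation: compound pre-incubation 1 h before IL-6, then 6 h stimulation at 37 °C / Control set: IL-6-only high control / Read-out: % activation relative to IL-6 control / Probe or stimulus: Interleukin-6, 33 ng/mL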
STAT1 inh = inhibitors of IFN-gamma induced STAT1 signaling | AID 920 | NIH 3T3 STAT1-luciferase reporter, luminescence | actives 0.35% (n = 200,000) | inhibition, % at 5.5 µM;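 active = inhibition above a set limit, the mean inhibition across all tested compounds plus 3 SD, cut at about 34% in these data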;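 also: 0% = IFN-gamma with DMSO and 100% = IFN-gamma with 300 µM nifuroxazide; values of inactives mirror those of a sister screen read the other way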
FLuc inhib CS = inhibits firefly luciferase, flagging false hits in luciferase inhibition screens. ATPLite firefly luciferase biochemical luminescence, 10 min. P08659. actives 1.5% (n = 200,000). inhibition, % at 10 µM;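 active = inhibition above about 50% when tested at 10 µM, limit read from the data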
Target sequence (P08659 whole entry, looked up): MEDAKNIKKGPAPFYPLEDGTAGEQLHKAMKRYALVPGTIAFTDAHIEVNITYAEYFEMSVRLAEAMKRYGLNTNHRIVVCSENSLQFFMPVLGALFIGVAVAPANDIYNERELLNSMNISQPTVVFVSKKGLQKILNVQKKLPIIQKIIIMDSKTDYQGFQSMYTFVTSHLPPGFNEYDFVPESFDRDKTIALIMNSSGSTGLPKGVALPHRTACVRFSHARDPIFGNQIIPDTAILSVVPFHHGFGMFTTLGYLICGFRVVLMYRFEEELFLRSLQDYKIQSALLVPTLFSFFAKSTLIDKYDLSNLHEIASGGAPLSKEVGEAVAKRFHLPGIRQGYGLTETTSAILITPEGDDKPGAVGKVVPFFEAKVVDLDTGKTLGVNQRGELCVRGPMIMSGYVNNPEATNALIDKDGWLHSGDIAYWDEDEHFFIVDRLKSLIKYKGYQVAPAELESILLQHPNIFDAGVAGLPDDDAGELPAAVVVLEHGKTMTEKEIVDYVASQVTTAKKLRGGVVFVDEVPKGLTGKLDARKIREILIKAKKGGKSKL
APP 5UTR inh = APP translation inhibition; SH-SY5Y APP 5'UTR-luciferase reporter, luminescence; inhibition, % at 2 µM; actives 0.82% (n = 190,000);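 active = inhibition above a set limit, derived from the sample mean plus 3 SD, cut at about 45% in these data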; also: values of inactives mirror those of a sister screen read the other way
FLuc stim CS = affects firefly luciferase, flagging false hits in luciferase stimulation screens; P08659; ATPlite luciferase biochemical, luminescence, 10 min; 0 = ATP-free wells, 1 = DMSO control; activation factor at 10 µM; 200,000 tested, under 10 active; AID 1027;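 active = luciferase activation factor, scaled between plate controls, of at least 2 with compound at 10 µM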
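Assay system: Luciferase/luciferin detection reagent, cell-free biochemical luciferase assay / Read-out: luciferase activation / Benchmarks: No-ATP low control, compound-free enzyme-plus-ATP high control / Medium: PBS buffer for ATP / Detection: luminescence measurement of luciferase light output / Schedule: 10 min at ambient temperature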
NF-kB expr up = NF-kB expression increase, human neuronal cells. NF-kB reporter expression; stronger effect = higher value. fold change at 12.5 µM. actives 1.6% (n = 190,000); in the data active = fold change above about 3.3
Active calls of the source: *; x = no result given.

SMILES	APP 5'UTR act	STAT1 activator	ROMK mod	STAT3 inh	STAT3 act	STAT1 inh	FLuc inhib CS	APP 5UTR inh	FLuc stim CS	NF-kB expr up
CCOc1ccc(OCc2cccc(C(=O)Nc3ccc(CN4CCCCC4)cc3)c2)cc1	70.7	99.9	x	22.5	83.3	0.1	31.6	-70.7	0.7	1.35
C=CCNC(=O)CC12CC3CC(C1)CC(CC(=O)NCC=C)(C3)C2	1.7	112.1	1.06	11.1	95.0	-15.8	0.4	-1.7	1	1.38
Oc1ccc(-c2csc(-c3ccccc3)n2)cc1O	52.9	151.3*	x	6.9	96.6	-57.6	7.4	-52.9	0.9	6.34*
O=C1CCC(C(=O)Nc2nnc(C3CC3)s2)=NN1	21.5	104.8	1.88	-6.8	107.2	-6.7	-1.0	-21.5	1	1.18
CCOC(=O)C1(Cc2ccccc2C(F)(F)F)CCN(C(C)CCn2cccn2)CC1 (stereo unspecified)	-3.2	89.3	x	-3.7	104.4	10.4	-1.0	3.2	1	0.98
CC1=CC(C)C2(CO)COC(c3cccnc3)C1C2C (stereo unspecified)	-15.3	95.9	-0.227	-1.2	98.8	4.6	-0.8	15.3	1	1.13
COc1cc(C(=O)O/N=C(\N)c2ccncc2)cc(OC)c1OC	-8.1	100.6	x	6.5	98.7	-0.7	-6.1	8.1	1.1	0.88
O=C(COC(=O)CC12CC3CC(CC(C3)C1)C2)Nc1ncc(Cl)cc1Cl	-12.1	97.0	-1.65	-0.4	104.3	3.3	-4.5	12.1	1	0.93
CC(OC(=O)c1ccccc1NS(=O)(=O)c1cccc(C(F)(F)F)c1)C(=O)N(C)Cc1ccccc1 (stereo unspecified)	0.6	90.1	x	-7.1	102.2	10.9	-1.4	-0.6	1	0.72
Cc1ccc(C(=O)c2ccc([N+](=O)[O-])cc2)cc1	-10.6	92.3	-0.873	14.1	89.1	-0.1	5.0	10.6	0.9	1.26
Cc1ccc(Nc2c([N+](=O)[O-])c(=O)n(C)c3ccccc23)cc1	10.5	92.2	0.114	1.9	102.2	6.8	-1.4	-10.5	1	0.89
Cc1ccc(CNC(=O)Cc2ccc(-n3cccc3)cc2)cc1	-24.8	89.0	2.5	5.3	98.7	12.4	-5.1	24.8	1.1	1.16
COC(=O)CNC(=O)C(Cc1ccccc1)NS(=O)(=O)c1ccc2c(c1)c(=O)n(C)c(=O)n2C (stereo unspecified)	1.2	102.9	-0.281	-5.2	106.2	-3.7	-2.8	-1.2	1	1.01
CCCCN(CCCC)NC(=O)c1ccccc1	-15.7	96.5	-0.647	10.6	98.6	3.9	-4.3	15.7	1	1.06
O=C1CC(N2CCN(C(c3ccccc3)c3ccccc3)CC2)C(=O)N1 (stereo unspecified)	18.1	101.8	x	6.3	102.2	-2.0	-7.3	-18.1	1.1	1.06
COc1ccc(NC(=O)c2cc3n(n2)C(C(F)(F)F)CC(c2ccc(OC)cc2)N3)cc1 (stereo unspecified)	1.6	91.5	x	-6.7	109.4	9.2	-4.6	-1.6	1	1.13
COc1cccc(CN2CCN(c3nc4nonc4nc3N3CCCCC3)CC2=O)c1	-14.0	95.5	x	10.1	95.5	3.3	-2.4	14.0	1	x
Cc1cc(C(=O)COC(=O)Cc2n[nH]c(=O)c3ccccc23)c(C)n1-c1cccc(C(F)(F)F)c1	8.0	91.2	x	4.8	96.7	9.8	-8.5	-8.0	1.1	0.73
CCCCNc1nnc(SCC(=O)N2CCN(S(=O)(=O)c3ccc4ccccc4c3)CC2)s1	x	91.5	0.552	-4.6	102.4	9.2	-5.1	x	1.1	1.03
CCN(CC)S(=O)(=O)c1ccc(S(=O)(=O)N(Cc2ccccn2)Cc2ccco2)cc1	-3.9	92.8	x	1.4	102.3	7.8	1.1	3.9	1	0.76
Cc1nn(C)cc1NC(=O)c1ccc(Br)o1	-17.4	94.5	0.286	4.4	96.5	6.2	-3.2	17.4	1	1.12
O=C(Cn1c(=O)sc2ccccc21)Nc1ccc(S(=O)(=O)N2CCCC2)cc1	16.3	100.7	x	9.7	94.9	-0.8	-4.1	-16.3	1	0.88
O=c1cc(Cn2nnc(-c3ccc(Cl)cc3)n2)nc2sccn12	4.6	103.9	x	1.7	104.1	-3.5	-7.6	-4.6	1.1	0.76
COc1ccc(-n2c(SCC(=O)Nc3ncc(Cl)cc3Cl)nc3ccccc32)cc1	10.1	84.8	-0.483	-0.7	103.9	15.9	-7.5	-10.1	1.1	0.77
COc1cccc(NC(=O)CN(C)S(=O)(=O)c2ccc(C)cc2)c1	0.0	101.2	x	4.6	99.8	-3.1	-10.1	0.0	1.1	1.14
Remaining list, next part:
SMILES	APP 5'UTR act	STAT1 activator	ROMK mod	STAT3 inh	STAT3 act	STAT1 inh	FLuc inhib CS	APP 5UTR inh	FLuc stim CS	NF-kB expr up
Cc1cc(C)n(-c2ncnc3sc(C)c(C)c23)n1	-6.8	90.7	0.389	9.5	94.6	10.1	-7.0	6.8	1.1	1.03
C/C(N)=C(/C#N)C(=O)COC(=O)CC12CC3CC(CC(C3)C1)C2	-2.8	99.9	0.719	2.1	98.2	3.5	-6.2	2.8	1.1	0.93
Cc1ccc(C)c(/C=N/n2cc(-c3ccccc3)[nH]c2=S)c1	-11.1	108.1	0.765	-6.3	109.8	-6.8	-6.2	11.1	1.1	1.16
COc1ccc(NC(=S)N/N=C2\CC(C)(C)Oc3ccc(O)cc32)cc1	5.5	95.6	x	10.3	90.6	4.8	-5.7	-5.5	1.1	0.92
Cc1ccc(-c2csc(NC(=S)NC(=O)/C=C/c3ccco3)n2)cc1	12.2	95.3	x	13.7	93.6	5.1	-3.3	-12.2	1	1.69
N#Cc1nc(-c2cccs2)oc1NCCc1ccccc1	6.1	112.9	-1.82	17.8	85.2	-18.6	-1.9	-6.1	1	1.39
O=C(O)Cn1c(SCCOc2ccccc2)nc2ccccc21	12.0	103.9	x	-0.9	101.6	-4.2	0.6	-12.0	1	1.5
O=C(c1cc(Cl)c(=O)n(Cc2ccc(Cl)cc2)c1)N1CCOCC1	6.3	104.9	x	0.5	108.4	-5.5	-8.1	-6.3	1.1	1.01
N#CC1=C2SCN(c3ccccc3)CN2C(=O)CC1c1cccs1 (stereo unspecified)	-15.8	99.9	-0.162	4.9	97.4	0.1	0.8	15.8	1	1.27
Cc1cc2c(=O)n(Cc3ccco3)c(SCC(=O)N3CCCc4ccccc43)nc2s1	-2.1	102.5	-0.693	5.7	98.4	-2.7	-6.1	2.1	1.1	0.29
COc1ccc(C(=O)/C=C/c2ccc(OC)c(COc3ccccc3F)c2)cc1	7.2	100.7	0.635	0.9	97.2	-0.8	-2.7	-7.2	1	1.14
COc1cc(C2NC(=S)NC(C)=C2C(=O)Nc2ccc(C)cc2)ccc1O (stereo unspecified)	35.6	127.3	0.719	0.0	102.0	-31.8	7.8	-35.6	0.9	1.86
Cc1cc(-c2ccccc2)c(C#N)c(SCC(N)=O)n1	7.7	98.8	x	1.2	102.2	1.3	-3.2	-7.7	1	0.86
COc1ccc(CN2C(=O)CCC2(C)C(=O)NCc2cccnc2)c(OC)c1 (stereo unspecified)	-2.1	102.2	x	7.3	98.3	-2.4	-5.2	2.1	1.1	0.89
CS(=O)(=O)NCCNC(=O)c1cc(OCC(F)(F)F)ccc1OCC(F)(F)F	-78.0	95.6	0.29	3.0	99.5	4.0	-1.1	78.0*	1	1.21
CCOc1ccc(N2C(=O)CSC23CCCCC3)cc1	9.7	94.4	-0.0859	11.9	93.6	4.4	-2.7	-9.7	1	1
CC(=O)N1C=CN(C(C)=O)C(c2cn(C)c3ccccc23)C1c1cn(C)c2ccccc12 (stereo unspecified)	12.8	98.9	-1.46	-19.8	120.5	-0.6	-4.6	-12.8	1	0.73
Cc1cc(C(=O)COC(=O)c2cccs2)c(C)n1-c1c(C)n(C)n(-c2ccccc2)c1=O	-16.1	101.4	x	7.1	97.3	-1.5	-3.1	16.1	1	1.07
CCN(CC)CC(=O)N1c2ccccc2Sc2ccc(Cl)cc21	13.1	103.9	x	-2.2	105.0	3.5	-8.8	-13.1	1.1	1.22
COCCN(CCOC)C(=S)Nc1ccccc1	9.8	105.6	-0.0268	-2.2	103.0	-7.6	-6.2	-9.8	1.1	0.93
COc1cc(NC(=O)CN2c3ccccc3CC2C)cc(OC)c1OC (stereo unspecified)	15.0	100.7	-1.31	1.5	103.9	-0.7	-4.8	-15.0	1	0.82
O=C(COC(=O)c1cc(S(=O)(=O)NCc2ccccc2)ccc1O)NCc1ccccc1	1.4	103.1	0.43	-1.3	104.2	-3.4	-1.8	-1.4	1	0.99
COc1ccc(CN(Cc2ccc(OC)cc2)S(=O)(=O)c2ccc(-n3cnnn3)c(C)c2)cc1	-1.1	97.8	0.087	4.9	98.4	5.6	2.1	1.1	1	1.11
COC(=O)c1sc(S(=O)(=O)Nc2ccc(C)c(C)c2)c(C(=O)OC)c1C	5.6	104.2	0.0832	7.5	96.6	-4.6	-5.9	-5.6	1.1	0.97
O=C(Nc1ccccc1)Nc1ccccc1C(=O)NCc1ccco1	-2.8	103.4	-0.259	16.6	89.1	-3.7	10.0	2.8	0.9	1.08
More records follow:
SMILES	APP 5'UTR act	STAT1 activator	ROMK mod	STAT3 inh	STAT3 act	STAT1 inh	FLuc inhib CS	APP 5UTR inh	FLuc stim CS	NF-kB expr up
O=C(N/N=C/c1ccc(OC(F)F)cc1OC(F)F)c1cccc(S(=O)(=O)N2CCOCC2)c1	-2.3	82.0	1.27	10.1	97.9	18.3	-3.3	2.3	1	1.05
CC(C)N1CCC(N2CCN(C/C=C/c3ccccc3)CC2CCO)CC1 (stereo unspecified)	-10.2	98.3	0.233	8.9	94.4	-0.1	-2.4	10.2	1	1.01
CCOc1ccc(N(CC(=O)Nc2ccccc2C(=O)NCc2ccco2)S(C)(=O)=O)cc1	-26.4	101.6	x	6.6	100.8	-1.8	-5.3	26.4	1.1	1.16
Cc1ccc(C)c(CN2CCCN(C(=O)Cn3ncc4c3-c3ccccc3OC4)C2)c1	3.0	99.1	x	8.8	99.8	1.0	-4.4	-3.0	1	0.9
CC(OC(=O)c1cccnc1Cl)C(=O)Nc1ccc2c(c1)OCCO2 (stereo unspecified)	24.7	86.7	-0.483	5.7	99.1	14.0	-4.0	-24.7	1	1.1
COc1ccc(C(=O)Nc2ccccc2C(=O)N(Cc2ccco2)C(C(N)=O)C(C)C)cc1 (stereo unspecified)	0.8	98.1	x	6.5	96.9	2.1	-1.4	-0.8	1	1.18
Fc1ccccc1Cc1ccc(Cl)nn1	0.0	97.4	0.142	17.6	92.0	3.0	-5.5	0.0	1.1	1.14
Cc1cc(C(=O)NCC(=O)OCC(=O)N2CCCCCC2)ccc1[N+](=O)[O-]	15.2	100.4	x	-5.2	100.0	-0.4	-4.4	-15.2	1	0.82

Source: PubChem
